CR mimetic SO: caloric restriction mimetics inhibiting age-related superoxide in yeast; AID 2690; superoxide response (% of plate mean), % at 10 µM; actives 0.18% (n = 330,000); S. cerevisiae aged cells, superoxide DHE fluorescence; stronger effect = lower value;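 active = superoxide response under a set limit, about three screen SD below normal, cut at about 65% in these data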;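 note: yeast aged for seven days with compound at 30 °C before DHE staining; 100% = average MFI of all compound-treated wells on the plate with controls excluded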
proCasp3 act: procaspase-3 (human) activation; P42574; recombinant procaspase-3 D3A, Ac-DEVD-pNA absorbance 405 nm; activation, % at 8.5 µM; actives 0.11% (n = 330,000);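 active = activation above the mean of all tested compounds plus 3 SD, cut at about 21% in these data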;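 note: 0% = DMSO alone and 100% = DMSO wells spiked with extra 5 µM PC-3 D3A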
Target sequence (P42574 whole entry D9A/D28A/D175A): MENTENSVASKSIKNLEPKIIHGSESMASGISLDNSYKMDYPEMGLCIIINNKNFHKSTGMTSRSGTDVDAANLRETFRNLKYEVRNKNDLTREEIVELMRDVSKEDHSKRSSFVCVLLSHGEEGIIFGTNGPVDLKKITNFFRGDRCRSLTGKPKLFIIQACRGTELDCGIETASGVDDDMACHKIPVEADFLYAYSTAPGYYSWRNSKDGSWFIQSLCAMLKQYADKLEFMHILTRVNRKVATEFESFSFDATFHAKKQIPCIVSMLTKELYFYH
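Evaluation: percent activation relative to control range; Material: Procaspase-3 D3A mutant, all three cleavage aspartates alanine; Compound: single dose, 8.5 µM nominal compound, 0.8% DMSO; Replication: one well per compound; Signal: absorbance at 405 nm, 0 and 120 min; Schedule: 1 h preincubation plus 2 h reaction at 25 °C.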
RPL19A-GFP yeast: yeast TOR pathway RPL19A-GFP modulation | actives 0.3% (n = 330,000) | percent response vs DMSO, % at 10 µM | S. cerevisiae RPL19A-GFP strain, flow cytometry, 3 h; stronger effect = lower value | AID 2025;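 active = percent response vs DMSO below 50%; inconclusive = fewer than 70 events counted for the yeast strain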;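 note: median channel GFP fluorescence of the barcoded RPL19A-GFP strain; ratio of sample median GFP to plate DMSO average so 100% = DMSO; lower means less RPL19A-GFP as with rapamycin TOR inhibition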
procasp7 counter: activates human procaspase-7, counter-screen for procaspase-3 activators. P55210. actives 0.093% (n = 330,000). recombinant procaspase-7, Ac-DEVD-pNA absorbance 405 nm; D23A/D198A/D206A triple mutant, cannot self-cleave; scale: DMSO 0, 5 µM enzyme 100. activation, % at 8.5 µM;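 active = percent activation above the screen-wide mean plus 3 SD, cut at about 25% in these data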
Target sequence (P55210 whole entry D23A/D198A/D206A): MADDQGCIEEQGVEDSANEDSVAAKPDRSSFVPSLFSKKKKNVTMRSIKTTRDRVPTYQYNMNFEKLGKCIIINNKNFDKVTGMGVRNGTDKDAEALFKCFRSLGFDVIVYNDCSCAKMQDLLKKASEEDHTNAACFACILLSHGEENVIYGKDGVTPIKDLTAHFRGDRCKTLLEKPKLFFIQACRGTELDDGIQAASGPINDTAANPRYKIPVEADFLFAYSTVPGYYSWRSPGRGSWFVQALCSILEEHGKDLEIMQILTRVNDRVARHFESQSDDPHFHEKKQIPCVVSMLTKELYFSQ
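Assay system: Uncleavable procaspase-7 mutant enzyme / Input: 2 µM procaspase-7 mutant as dispensed / Dosing: single nominal 8.5 µM compound dose, 0.8% DMSO final / Timing: 1 h enzyme–compound preincubation and 2 h substrate reaction, both 25 °C / Detection: p-Nitroaniline absorbance at 405 nm, read at 0 and 120 min / Replication: singlicate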
JMJD2C inh: blocks human GASC-1 demethylase activity. inhibition, % at 2.35 µM. GST-JMJD2C(1-420) H3K9me3 demethylation, DELFIA europium. Q9H3R0. AID 2099. actives 0.069% (n = 330,000);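 active = more than half of a compound's replicate wells show inhibition beyond 50%, single wells judged on their own value; inconclusive = some, but no more than half, of replicates pass 50% inhibition; inactive = no replicate passes 50% inhibition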;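 note: signal counts dimethyl H3K9 product captured on neutravidin plate; 0% = median of DMSO wells and 100% = 0.3 times that DMSO median; strong numbers were not always called active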
Target sequence (Q9H3R0 1-420 limits assumed): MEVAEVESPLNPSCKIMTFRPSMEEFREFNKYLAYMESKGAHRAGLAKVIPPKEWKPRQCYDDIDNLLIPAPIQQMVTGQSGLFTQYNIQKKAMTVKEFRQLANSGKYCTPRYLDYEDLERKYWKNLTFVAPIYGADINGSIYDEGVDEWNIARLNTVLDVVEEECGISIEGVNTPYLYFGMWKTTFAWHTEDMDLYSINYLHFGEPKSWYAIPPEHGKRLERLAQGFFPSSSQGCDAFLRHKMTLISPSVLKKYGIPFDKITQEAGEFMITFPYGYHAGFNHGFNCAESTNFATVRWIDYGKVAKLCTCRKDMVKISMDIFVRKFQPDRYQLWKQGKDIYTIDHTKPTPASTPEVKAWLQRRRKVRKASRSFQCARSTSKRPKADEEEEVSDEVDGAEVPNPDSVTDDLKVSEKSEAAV
AHR activator: human AHR activation; AHR-responsive luciferase reporter cells, luminescence; actives 2.5% (n = 320,000); activation, % at 5 µM; AID 2796; P35869; in the data active = activation above about 47%;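 note: 0% = vehicle wells and 100% = reference agonist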
LAP4-GFP MLPCN: yeast TOR pathway LAP4-GFP modulation | S. cerevisiae LAP4-GFP multiplex, flow cytometry GFP, 3 h; median GFP as percent of DMSO wells | AID 2023 | actives 0.34% (n = 320,000) | GFP response vs DMSO, % at 10 µM;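 active = GFP response vs DMSO above a set limit, about the screen mean plus 3 SD, cut at about 150% in these data; inconclusive = under 70 cell events counted for the yeast strain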
MEP2-GFP yeast: yeast TOR pathway MEP2-GFP modulation; S. cerevisiae MEP2-GFP strain, flow cytometry GFP, 3 h; 100% = DMSO control level; GFP response vs DMSO, % at 10 µM; actives 0.51% (n = 330,000);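 active = GFP response versus DMSO above a set limit, roughly screen mean plus 3 SD, cut at about 180% in these data; inconclusive = fewer than 70 cells counted for a yeast strain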;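 note: median GFP fluorescence of the barcode-gated MEP2-GFP cells per well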
* = called active by the depositor; u = inconclusive; x = no result given; [ ] = remark or other dose. Not a hit list (roughly 3.8% active in at least one column).

nr	compound	CR mimetic SO	proCasp3 act	RPL19A-GFP yeast	procasp7 counter
1	CCCc1cc(C(=O)N2CCCC(C(=O)c3ccc(Cl)cc3)C2)n(C)n1 (stereo not given)	98	-4	98	7
2	O=C1NC(Cc2c[nH]c3ccccc23)C(=O)N1CCOc1ccc(F)cc1 (stereo not given)	107	0	94	0
3	Cc1cc(C)c(NC(=O)CN2CCN3CCCC3C2)c(C)c1 (stereo not given)	94	0	105	8
4	CCOC(=O)C(O)C1CCc2c([nH]c3ccc(C)cc23)C1=O (stereo not given)	126	1	98	2
5	CCc1ccc(NC(=O)C2(C)Cc3ccccc3C(=O)O2)cc1 (stereo not given)	85	3	104	-5
6	CCC1CCCCN1C(=O)CSc1nnc(CNC(=O)c2ccco2)o1 (stereo not given)	95	-5	104	-8
7	CC(NC(=O)c1ccc(F)cc1)c1nc2ccccc2n1Cc1ccccc1F (stereo not given)	94	3	98	5
8	CCOC(=O)c1cc(C(=O)Nc2ccccc2F)nn1C	89	3	106	-8
9	C/C(N)=C(/C#N)C(=O)COC(=O)CNS(=O)(=O)c1ccc(C)cc1	104	6	97	5
10	CC(NC(=O)C1CCN(S(=O)(=O)N2CCC3(CC2)OCCO3)CC1)c1ccccc1 (stereo not given)	99	-9	103	-1

nr	JMJD2C inh	AHR activator	LAP4-GFP MLPCN	MEP2-GFP yeast
1	4	1	110	100
2	7	3	93	98
3	6	-1	101	97
4	-15	6	112	96
5	14	-2	100	97
6	2	4	98	110
7	-9	2	101	102
8	-4	1	117	110
9	5	0	98	100
10	0	1	98	103

Other records follow:
nr	compound	CR mimetic SO	proCasp3 act	RPL19A-GFP yeast	procasp7 counter
11	NC(=O)CC(NC(=O)Cc1ccc(Br)cc1)c1ccc(N2CCN(c3ccccn3)CC2)c([N+](=O)[O-])c1 (stereo not given)	111	0	97	1
12	CCOc1ccc(N=C2SC(C(=O)O)CC(=O)N2C)cc1 (stereo not given)	95	-6	95	8
13	COc1ccc(-n2c(C)c(C)c3c(NCCCO)ncnc32)cc1	113	x	103	x
14	Cc1cccc(N2CC(=O)N(c3cccc(C)c3)CC2=O)c1	111	2	95	-5
15	O=C(Cc1ccc(F)cc1)Nc1c(C(=O)N2CCN(c3ncccn3)CC2)oc2ccccc12	90	-6	100	3
16	CC1CC(C)CN(S(=O)(=O)c2ccc(NC(=O)CN3C(=O)NC(C)(c4ccccc4)C3=O)cc2)C1 (stereo not given)	104	-1	93	3
17	CCOc1ccc(-n2c(SCc3nc(-c4cccs4)no3)nnc2-c2ccncc2)cc1	98	-1	102	6
18	Cc1ccc(/C=N/n2cnc3sc(C)c(C)c3c2=O)o1	109	-5	102	1
19	COc1ccc(-c2cc(C(F)(F)F)nc(NC3CCCC3)n2)cc1OC	102	11	97	-2
20	O=C(COC(=O)Cc1ccc(Cl)cc1)NC1CCCC1	103	3	92	6

nr	JMJD2C inh	AHR activator	LAP4-GFP MLPCN	MEP2-GFP yeast
11	-8	0	128	98
12	-1	2	93	99
13	9	x	89	109
14	17	5	95	101
15	-33	-6	118	107
16	8	-1	80	91
17	-11	13	104	104
18	-13	-9	108	102
19	-14	8	96	107
20	-7	-1	92	97

Further results:
nr	compound	CR mimetic SO	proCasp3 act	RPL19A-GFP yeast	procasp7 counter
21	O=C(CN1CCN(c2ccc(F)cc2)CC1)Nc1ccc(F)c(F)c1	99	2	u	11
22	O=C(NCCN1CCOCC1)c1cc2sccc2n1Cc1ccc(Cl)cc1	120	1	100	1
23	CC(C)C12CN3CC(C(C)C)(CN(C1)C3c1ccccc1O)C2=O (stereo not given)	99	1	101	14
24	COc1ccc(C(=O)NCCCNC(=O)c2cnccn2)cc1	109	0	99	1
25	O=C(Oc1cncc(Cl)c1)c1ccco1	100	4	96	8
26	CC(=O)c1ccc(C#CC(C)(C)O)s1	74	-6	98	-3
27	Cc1ccc(NS(=O)(=O)c2ccc3c(c2)CCC(=O)N3)cc1	88	8	102	-9
28	N#Cc1ccc(/C=C2\CCCCn3c2nc2cc(C(=O)O)ccc2c3=O)cc1	92	0	100	-5
29	COc1ccc(NC(=O)N2CCN(c3nc(-c4cccc(OC)c4)cs3)CC2)cc1	106	-3	99	-9
30	CCCC(=O)NC(=S)Nc1ccc(NC(=O)c2cccs2)cc1	93	0	94	5

nr	JMJD2C inh	AHR activator	LAP4-GFP MLPCN	MEP2-GFP yeast
21	3	1	u	u
22	-4	2	97	96
23	3	-1	97	100
24	9	-1	103	104
25	-5	-1	90	94
26	-1	0	96	94
27	-4	1	128	121
28	u	-1	94	107
29	7	4	118	100
30	28	1	96	93

3 entries picked at random from the list so far:
nr	compound	CR mimetic SO	proCasp3 act	RPL19A-GFP yeast	procasp7 counter
22	O=C(NCCN1CCOCC1)c1cc2sccc2n1Cc1ccc(Cl)cc1	120	1	100	1
24	COc1ccc(C(=O)NCCCNC(=O)c2cnccn2)cc1	109	0	99	1
26	CC(=O)c1ccc(C#CC(C)(C)O)s1	74	-6	98	-3

nr	JMJD2C inh	AHR activator	LAP4-GFP MLPCN	MEP2-GFP yeast
22	-4	2	97	96
24	9	-1	103	104
26	-1	0	96	94

Additional entries follow:
nr	compound	CR mimetic SO	proCasp3 act	RPL19A-GFP yeast	procasp7 counter
31	O=[N+]([O-])c1cnn(-c2nc(-c3cccs3)cc(C(F)(F)F)n2)c1	110	-3	99	9
32	CS(=O)(=O)N(CC(=O)N1CCN(c2cccc(Cl)c2)CC1)c1cccc(F)c1	97	6	97	-5
33	Cn1cc(-c2ccccc2)cc(C#N)c1=O	93	7	92	2
34	Cc1ccc(C)c(OC(=O)c2cccnc2)c1	110	0	103	-7
35	CN(C)c1cccc(C(=O)NNC(=O)C23CC4CC(CC(C4)C2)C3)c1	107	-3	101	-12
36	Cc1ccc2[nH]c(=O)c(CN(C)S(=O)(=O)c3cccc4nonc34)cc2c1	99	-2	108	-6
37	CCN(CC)S(=O)(=O)c1cc(NC(=O)CSc2nnc(-c3cccs3)o2)ccc1C	101	-3	63[may fluoresce violet]	10
38	COc1ccc(S(=O)(=O)Cc2ccc(C(=O)NCCc3cc(OC)ccc3OC)o2)cc1	95	7	98	-1
39	COc1ccc(CNC(=O)c2cc(=O)c3cc(C)cc(C)c3o2)cc1	97	1	99	-3
40	Cn1cc([N+](=O)[O-])c(C(=O)Nc2ccc(-c3nc4ccccc4o3)cc2)n1	80	5	100	2

nr	JMJD2C inh	AHR activator	LAP4-GFP MLPCN	MEP2-GFP yeast
31	-2	3	107	100
32	14	2	98	95
33	10	1	97	99
34	4	5	100	120
35	0	2	104	99
36	2	6	101	114
37	5	20	92[may fluoresce violet]	142[may fluoresce violet]
38	4	12	111	100
39	-3	1	93	108
40	0	0	100	100

Taken from above:
In proCasp3 act, entry 38 reads 7
In CR mimetic SO, entry 36 reads 99
In RPL19A-GFP yeast, entry 40 reads 100
In procasp7 counter, entry 37 reads 10

Next part:
nr	compound	CR mimetic SO	proCasp3 act	RPL19A-GFP yeast	procasp7 counter
41	Cc1ccc(NC(=O)N2CCN(C/C=C/c3ccccc3)CC2)cc1	105	6	103	-5
42	CCOC(=O)C1=C(CC)NC2=C(C(=O)CCC2)C1c1ccc(OC)c(OC)c1 (stereo not given)	89	-1	94	-2
43	CC(C)(C)C1CCc2onc(C(=O)NC3CCCC3)c2C1 (stereo not given)	66	6	102	3
44	CCCn1c(NC(=O)CCS(=O)(=O)c2ccc(C)cc2)nc2ccccc21	100	-11	98	-3
45	COc1cccc(CN2CCN(C3CCN(c4ccccc4F)CC3)CC2CCO)c1 (stereo not given)	103	5	102	7
46	CC1CCc2c(sc(NS(=O)(=O)c3ccccc3)c2C(=O)OC(C)C)C1 (stereo not given)	81	-15	96	-20
47	CCCCCCCCOc1ccc(C2CC(=O)NC2=O)cc1 (stereo not given)	94	-2	102	1
48	OC(CN1CCN(c2cccc(C(F)(F)F)c2)CC1)c1c[nH]c2ccccc12 (stereo not given)	98	7	88	7
49	COC(=O)c1c(NC(=O)C(Cl)Cl)sc2c1C(C(=O)OC)CC2 (stereo not given)	96	2	101	-2
50	O=C(COC(=O)c1ccc(Cl)cc1[N+](=O)[O-])NNC(=O)c1cccs1	111	-5	104	1

nr	JMJD2C inh	AHR activator	LAP4-GFP MLPCN	MEP2-GFP yeast
41	2	-1	93	98
42	7	3	92	94
43	-15	-7	110	99
44	-5	0	106	102
45	7	0	97	100
46	-5	0	100	86
47	-7	-1	101	104
48	10	20	86	91
49	-4	0	103	103
50	-3	2	107	102

Of the compounds above, three contain a CF3 group.
nr	compound	CR mimetic SO	proCasp3 act	RPL19A-GFP yeast	procasp7 counter
19	COc1ccc(-c2cc(C(F)(F)F)nc(NC3CCCC3)n2)cc1OC	102	11	97	-2
31	O=[N+]([O-])c1cnn(-c2nc(-c3cccs3)cc(C(F)(F)F)n2)c1	110	-3	99	9
48	OC(CN1CCN(c2cccc(C(F)(F)F)c2)CC1)c1c[nH]c2ccccc12 (stereo not given)	98	7	88	7

nr	JMJD2C inh	AHR activator	LAP4-GFP MLPCN	MEP2-GFP yeast
19	-14	8	96	107
31	-2	3	107	100
48	10	20	86	91

The list goes on:
nr	compound	CR mimetic SO	proCasp3 act	RPL19A-GFP yeast	procasp7 counter
51	O=C(NCCCn1ccnc1)c1cc(-c2ccncc2)nc2ccccc12	91	-4	99	-6
52	Cc1ccnc(SCC(=O)c2ccc(Br)s2)n1	110	-17	104	-25
53	CC(=O)c1c(C)[nH]c(C(=O)OCC(=O)Nc2cccnc2Cl)c1C	97	5	103	2
54	Cc1ccc(Nc2ncccc2C(=O)NCc2cccs2)c(C)c1	105	-33	102	2
55	O=C(NCCN1CCOCC1)C1CC(=O)N(c2ccc(F)c(Cl)c2)C1 (stereo not given)	96	6	94	1
56	COC(=O)c1ccc(CSc2nnc3c(n2)[nH]c2ccccc23)cc1	106	-3	97	10
57	O=S(=O)(CCc1nc2ccccc2o1)c1ccc2ccccc2c1	90	5	97	4
58	CCOP(=O)(CN(CC)C(=O)c1ccccc1Br)OCC	91	-3	105	0
59	O=C(COC(=O)c1cccc(O)c1)NCc1ccc2c(c1)OCO2	89	0	99	4
60	COc1ccc(C(=S)N2CCCC2)cc1Br	93	1	105	-9
61	C[C@@H]1CCC(=O)N(CC[C@H](Oc2ccccc2)c2ccccc2)CC1	114	7	93	-5
62	CCOc1ccc(NC(=O)Nc2cc(OCC(F)(F)F)cc(OCC(F)(F)F)c2)cc1	85	4	99	3
63	O=C1CCCCN1CCC(=O)N1CCCC(N2CCN(c3ccccc3)CC2)C1 (stereo not given)	115	4	100	-4

nr	JMJD2C inh	AHR activator	LAP4-GFP MLPCN	MEP2-GFP yeast
51	-5	18	105	104
52	-2	-2	106	109
53	-3	3	106	105
54	1	0	106	103
55	-6	-1	95	95
56	9	2	105	96
57	-3	-4	107	100
58	-5	-3	119	114
59	9	0	102	97
60	22	0	94	94
61	-14	2	140	92
62	1	21	94	103
63	-2	1	96	95
